FLuc counter: qHTS profiling assay for firefly luciferase inhibitor/activator using purifed enzyme and Km concentrations of substrates (counterscreen for miR-21 project); Luciferin 4-monooxygenase (Photinus pyralis), P08659; purified FLuc, Km substrates, luminescence inhibition; Potency, µM (titrated, usually from 57.5 µM), inactives show at the top dose activity change, negative = inhibition, hits mostly inhibitors; actives 6.9% (n = 360,000); AID 588342, 2011;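 further: potency means the concentration at half of the fitted maximal effect; plate controls were vehicle for no effect and reference inhibitor for full effect; nearly all actives have a fitted effect of over 55% in size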
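Purified P. pyralis luciferase (10nM final) with 10uM D-luciferin and 10uM ATP (Km levels) in 50mM Tris acetate pH 7.5, 10mM Mg acetate, 0.01% Tween-20, 0.05% BSA; qHTS 6-point titration, ~60 µM downward; luminescence read.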
VP16 counter: VP16 counterscreen qHTS for inhibitors of ROR gamma transcriptional activity; Drosophila S2 Gal4-VP16 UAS-luciferase, luminescence, 20 h; Potency, µM (highest dose often 53.6 µM), without a hit: at the top dose activity, negative = inhibition, usual class: inhibitors; actives 3.5% (n = 310,000); AID 2546, 2010;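 further: Gal4-VP16 expression switched on by copper sulfate through the metallothionein promoter; potency means the concentration at half of the fitted maximal effect; on the % scale 0 is the no-effect control and ±100 the full control effect; nearly all actives have a fitted effect of over 50% in size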
TRPV1 ag: HTS Assay for Compounds that Act as Agonists of the Vanilloid Receptor 1. Transient receptor potential cation channel subfamily V member 1 (Homo sapiens), Q8NER1. TRPV1-expressing cells, Fluo-8 calcium influx, agonist mode. activation, % at 8.33 µM. actives 0.19% (n = 320,000). AID 540275, 2011; in the data active means activation above about 80%; inconclusive means between about 30% and that limit; further: 0% is about no effect
Target sequence (Q8NER1 whole entry, looked up): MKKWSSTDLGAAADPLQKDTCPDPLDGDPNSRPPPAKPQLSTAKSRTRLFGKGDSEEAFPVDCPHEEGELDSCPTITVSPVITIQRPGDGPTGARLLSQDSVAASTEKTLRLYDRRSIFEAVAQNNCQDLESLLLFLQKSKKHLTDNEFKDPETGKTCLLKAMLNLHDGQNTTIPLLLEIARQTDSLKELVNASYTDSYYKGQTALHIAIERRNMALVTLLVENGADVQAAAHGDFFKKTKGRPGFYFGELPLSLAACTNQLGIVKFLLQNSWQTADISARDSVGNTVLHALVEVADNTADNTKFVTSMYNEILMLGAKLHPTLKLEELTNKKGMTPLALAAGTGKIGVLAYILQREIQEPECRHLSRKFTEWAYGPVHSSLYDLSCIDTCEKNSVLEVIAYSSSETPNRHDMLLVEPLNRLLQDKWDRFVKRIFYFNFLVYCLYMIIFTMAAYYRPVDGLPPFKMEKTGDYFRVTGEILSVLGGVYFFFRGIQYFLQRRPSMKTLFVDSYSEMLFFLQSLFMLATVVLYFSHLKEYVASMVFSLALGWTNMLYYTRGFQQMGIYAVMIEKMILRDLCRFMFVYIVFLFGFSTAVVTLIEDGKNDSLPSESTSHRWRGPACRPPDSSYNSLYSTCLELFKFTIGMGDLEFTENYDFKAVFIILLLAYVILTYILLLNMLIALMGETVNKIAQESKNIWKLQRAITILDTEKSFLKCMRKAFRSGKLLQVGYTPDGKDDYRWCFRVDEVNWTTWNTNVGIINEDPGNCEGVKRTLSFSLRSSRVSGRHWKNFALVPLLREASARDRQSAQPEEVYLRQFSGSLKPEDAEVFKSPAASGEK
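TRPV1-expressing cells were cultured overnight at 35.5C and loaded with Fluo-8 calcium dye for 40 to 90 min at room temperature. After a 10 s baseline, compound was added and calcium influx was read kinetically for 3 min (ex 480/em 520 nm).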
Rab9 promoter act: qHTS Assay for Rab9 Promoter Activators; actives 2.8% (n = 320,000); Potency, µM (series often up to 9.22 µM), without a hit: at the highest dose activation, negative = inhibition, usual class: activators; Huh7 Rab9 promoter-luciferase reporter, luminescence, 24 h; AID 485297, 2010; further: potency means the concentration at half of the fitted maximal effect; % of control where 0% means no effect; nearly all actives have a fitted effect of over 60% in size
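Rab9 promoter-driven luciferase in stably transfected Huh7 cells; 1500 cells/well rested 2 h, exposed to compound in DMSO for 24 h at 37 °C, 5% CO2. Luminescence read 10 min after adding luciferase reagent at ambient temperature.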
BRCA1 expr act: qHTS Assay to Identify Small Molecule Activators of BRCA1 Expression; MCF7-BRCA1-FFLuc reporter, luminescence, 48 h; response scale: scaled: vehicle 0%, 10 µM genistein 100%; Potency, µM (titrated, usually from 46.1 µM), inactives show top-dose activation, usual class: activators; actives 1.1% (n = 380,000); further: potency means the concentration at half of the fitted maximal effect; nearly all actives have a fitted effect of over 80% in size; some results filed as inactive show a strong effect at the top dose
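Using MCF7 cells harboring a BRCA1 firefly luciferase reporter, plated 2 h before compound pinning, the screen measured luminescence after 48 h incubation. Responses were normalized to DMSO and 10 microM genistein, then fitted for concentration-effect.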
p53 reactivation: qHTS assay for re-activators of p53 using a Luc reporter. H1299 p53-A138V BP100-luciferase reporter, luminescence, 24 h. Potency, µM (titrated, usually from 92.2 µM), for the others: top-dose activity change, positive = activation, hits mostly activators. actives 0.063% (n = 320,000); further: potency means the concentration at half of the fitted maximal effect; % of control where 0% means no effect; nearly all actives have a fitted effect of over 45% in size
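p53-null H1299 cells stably carrying temperature-sensitive p53-A138V and a BP100-luciferase reporter were pinned with compounds (4-point, 1:5 series) and held 24 hrs at 37 deg C. Luminescence was read 10 min after detection reagent.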
NPC1 prom act: qHTS Assay for NPC1 Promoter Activators | Huh7 NPC1 promoter luciferase reporter, 24 h | Potency, µM (highest dose often 9.22 µM), without a hit: at the highest dose activation, most hits filed as activators | AID 485313, 2010 | actives 2.4% (n = 320,000);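 further: potency means the concentration at half of the fitted maximal effect; % of control where 0% means no effect; nearly all actives have a fitted effect of over 60% in size; reporter is driven by a mutant NPC1 promoter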
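Luminescence read-out of NPC1 promoter-driven luciferase in stably transfected Huh7 cells; compounds delivered in DMSO and left 24 h at 37C, 5% CO2, qHTS titration format.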
Tb PFK block: qHTS Assay to Find Inhibitors of T. brucei phosphofructokinase; actives 0.17% (n = 330,000); T. brucei PFK, ADP-Glo luminescence; ATP-dependent 6-phosphofructokinase (Trypanosoma brucei brucei), O15648; Potency, µM (top dose mostly 57.5 µM), inactives show at the top dose activity, negative = inhibition, actives largely listed as inhibitors; AID 485367, 2010;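 further: potency means the concentration at half of the fitted maximal effect; 0% = uninhibited 1x PFK enzyme wells and -100% = no-enzyme wells; nearly all actives have a fitted effect of over 60% in size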
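ADP-Glo luminescence quantified ADP after 45 min at room temperature, with 1.25 nM T. brucei PFK, 0.1 mM ATP and 0.5 mM fructose-6-phosphate in pH 8.0 TEA buffer. qHTS titrations up to 57 µM; curves classified by quality.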
ELG1 DNA repair: qHTS screen for small molecules that inhibit ELG1-dependent DNA repair in human embryonic kidney (HEK293T) cells expressing luciferase-tagged ELG1; HEK293T ELG1-luciferase reporter, luminescence, 16 h; DNA damage induced by 5-fluorouridine; Potency, µM (top dose mostly 46.1 µM), for the others: top-dose activity change, negative = inhibition, actives largely listed as inhibitors; actives 2.3% (n = 330,000); AID 504467, 2011; further: potency means the concentration at half of the fitted maximal effect; on the % scale 0 is the no-effect control and ±100 the full control effect; nearly all actives have a fitted effect of over 55% in size
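Quantitative HTS, concentration-response format. 2,000 cells/well co-treated with 5-fluorouridine and compound, 16 hr in 5% CO2 at 37 °C; ONE-Glo luminescence read after 30 min.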
ELG1 genotoxic: qHTS screen for small molecules that induce genotoxicity in human embryonic kidney (HEK293T) cells expressing luciferase-tagged ELG1; HEK293T ELG1-luciferase reporter, luminescence, 16 h; AID 504466, 2011; Potency, µM (doses to about 46 µM), inactives show at the highest dose activity change, positive = activation, usual class: activators; actives 1.3% (n = 330,000); further: potency means the concentration at half of the fitted maximal effect; % of control where 0% means no effect; nearly all actives have a fitted effect of over 60% in size
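Genotoxic stress is detected as increased luminescence from luciferase-tagged ELG1 in HEK293T cells, measured with ONE-Glo after a 16 hr treatment at 37 °C.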
RORg inh: qHTS for inhibitors of ROR gamma transcriptional activity | Potency, µM (titrated, usually from 53.6 µM), inactives show at the highest dose activity change, negative = inhibition, most hits filed as inhibitors | Drosophila S2 Gal4-RORgamma UAS-luciferase reporter, 20 h | actives 5.4% (n = 310,000); further: potency means the concentration at half of the fitted maximal effect; on the % scale 0 is the no-effect control and ±100 the full control effect; nearly all actives have a fitted effect of over 60% in size
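Drosophila Schneider cells stably carrying a metallothionein-driven Gal4 DBD–ROR gamma fusion and a UAS-Photinus luciferase reporter were exposed to compound for 1 hr, then induced with copper sulfate (700 uM final) for 20 hr at ambient temperature before luminescence reading.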
Numbers without * were called inactive; ? = inconclusive; nt = no result given; & = joins results of further samples; [ ] = dose if it differs, or a comment. Unless noted, the call rests on the fitted dose curve; in most records, active means well fitted curve in the direction sought with a large enough effect; inconclusive means small, poorly fitted or top-dose-only effect, or another doubt; inactive means no such curve, though single readings can be large; an effect the other way counts as inactive or inconclusive.

Screens in order: FLuc counter	VP16 counter	TRPV1 ag	Rab9 promoter act	BRCA1 expr act	p53 reactivation	NPC1 prom act	Tb PFK block	ELG1 DNA repair	ELG1 genotoxic	RORg inh
> COc1ccccc1S(=O)(=O)CC(O)COc1ccc(F)cc1Cl (centres undefined)
  4%	3%[10 µM]	-2	-1%	-5%	-3%	-2%	1%	4%	-5%	9%
> COc1cccc(C2C(C(=O)/C=C/c3ccco3)=C(O)C(=O)N2CCN2CCOCC2)c1 (centres undefined)
  ?	-9%	-4	-9%	-16%	4%	-1%	0%	3%	0%	-18%
> COc1ccc(OC)c(/C=N/NC(=O)CC2C(=O)NN=C2C)c1 (centres undefined)
  1%	-1%	-1	-5%	-23%	-21%	2%	0%	3%	-1%	-5%
> CCC(C)[C@@H](N)C(=O)N/N=C/c1ccc2ncccc2c1 (some centres undefined)
  -20%	?	-2	-1%	28%	10%	-1%	-1%	-10%	3%	-12%
> COc1ccc(-c2ccc3c(c2)c(-c2cccs2)c(-c2cc(OC)cc(OC)c2)n3C)cc1
  -13%	nt	-3	-6%	0%	1%	-1%	0%	10%	1%	nt
> Cc1ccc2nc(-c3ccncc3)c(Nc3ccccc3)n2c1
  0%	7%	8	0%	0%&-16%	-8%	-1%	2%	11%	-1%&3%	-10%[10 µM]
> CCC(C)c1ccc(S(=O)(=O)N2CCN(CC(O)CN3CCOCC3)CC2)cc1 (centres undefined)
  nt	nt	2	-1%	-6%	-14%	-5%	-16%	1%	0%	nt
> O=C(CN(C(=O)CCC(=O)Nc1nccs1)c1ccc(F)cc1)NCc1ccc2c(c1)OCO2
  0%	-5%	3	3%	-76%	-5%	0%	0%	-8%	-5%	32%
> Cc1ccc(-c2nn(-c3ccccc3)cc2C(=O)OCC(=O)Nc2ncc(Cl)cc2Cl)cc1
  -11%	-1%	9	0%	-37%	-5%	-2%	3%	?	-2%	-2%
> Cn1cccc1/C=N/NC(=O)c1cc(-c2cccs2)nc2ccccc12
  13µM*	?	19	-9%	-75%	2%	-16%	0%	?	-5%	7.1µM*
> CN(C)CCCNC(=S)N(CCCN(C)C)Cc1cc2cc3c(cc2[nH]c1=O)OCO3
  0%	-11%	0	0%	-5%	nt	0%	1%	13%	-1%	-26%
> COc1ccccc1NC(=O)C1=C(C)NC(=O)NC1c1cc(C)cs1 (centres undefined)
  -1%	6%	14	-2%	4%	-4%	3%	-3%	9%	0%	15%
> O=C1CCc2cc(S(=O)(=O)NCCC(=O)NC3CCN(Cc4ccccc4)CC3)ccc2N1
  0%	-6%	2	7%	-29%	-3%	-2%	0%	10%	4%	-9%
> CCCn1c(NC(=O)c2ccc(Br)cc2)nc2ccccc21
  -5%	1.3µM*	-6	16%	-53%	10%	12%	2%	?	13%	1µM*
> CNC(=O)NC(=O)COc1ccc2oc3c(c2c1)CCCC3
  ?	5%	0	15%	-8%	16%	?	-1%	?	?	2%
> O=C1CCCN1CCCNc1nc2c(S(=O)(=O)c3ccccc3)nnn2c2ccc(Cl)cc12
  -1%	-3%	0	-3%	-25%	-2%	-3%	1%	-42%	-9%	10%
> O=C(NC(Cc1c[nH]c2ccccc12)C(=O)Nc1ccc(OC(F)(F)F)cc1)c1cccs1 (centres undefined)
  5%	?	1	-4%	-93%[inhibitor]	15%	-5%	?	-5%	-14%	20%
> CCCNc1nc(C)c(C(C)=O)cc1C#N
  4%	-3%	-2	-5%	-3%	-6%	1%	1%	-2%	-2%	-21%
> CC1(C(=O)O)CCC(C(=O)NC2CCCCCC2)C1(C)C (centres undefined)
  -1%	5%	-3	1%	1%	0%	6%	-6%	12%	0%	5%
> Cc1nccn1-c1ncnc2sc3c(c12)CCCC3
  -1%	7%	-2	-2%	11%	-4%	-2%	3%	-13%	-6%	-17%[10 µM]
> O=C1c2oc3ccccc3c(=O)c2C(c2cccc(O)c2)N1CCCN1CCOCC1 (centres undefined)
  -1%	5%	nt	12%	-26%	1%	0%	6%	1%	0%	-18%
> Cc1ccc(OC(C)c2nnc(N)s2)cc1Cl (centres undefined)
  -3%	13%	-10	3%	-37%	4%	-3%	-1%	-12%	?	-10%
> Cc1cccc(NC(=O)NCCc2c[nH]c3ccccc23)c1
  -19%	-19%	18	-5%	0%	0%	-1%	-7%	14%	-2%	44%
> Cc1cc(Cl)c(S(N)(=O)=O)cc1OCC(=O)NC1CCCCC1
  2%	-4%	2	5%	-15%	12%	-8%	0%	-14%	-6%	24%
> CSc1ccccc1C(=O)NCC1CCCO1 (centres undefined)
  1%	7%	-1	-5%	-2%	-4%	-4%	4%	0%	0%	-18%
> COc1ccc(N=c2ssnc2Cl)cc1
  ?	?	17	5%	7%	15%	4%	?	9%	2%	?
> COc1ccc(N2CCN(C(=O)c3cc(=O)c4cc(C)c(C)cc4o3)CC2)cc1
  ?	-4%	23	-4%	-16%	-7%	1%	1%	-2%	-3%	28%
> C=CCOc1c(Br)cc(CNn2nnnc2N)cc1OC
  -1%	-1%	-2	-3%	-1%	-9%	0%	-2%	-7%	0%	35%
> C/C(CCC(=O)OC[C@H]1O[C@H](C#Cc2ccccc2)C=C[C@@H]1Oc1ccc(C)cc1)=N\O[C@@H](C)CN1CCCCc2nc(C)c(C)cc21
  4%	1%	5	-3%	nt	-3%	1%	1%	-6%	-1%	?
> NS(=O)(=O)c1ccc(CCNS(=O)(=O)c2ccc(Cl)nc2)cc1
  5%	-16%	-2	2%	11%	-3%	2%	-2%	11%	1%	33%

Compound profiles, from the list above. Screens in order: FLuc counter	VP16 counter	TRPV1 ag	Rab9 promoter act	BRCA1 expr act	p53 reactivation	NPC1 prom act	Tb PFK block	ELG1 DNA repair	ELG1 genotoxic	RORg inh
COc1ccccc1NC(=O)C1=C(C)NC(=O)NC1c1cc(C)cs1 (centres undefined) across the screens: -1%	6%	14	-2%	4%	-4%	3%	-3%	9%	0%	15%
CNC(=O)NC(=O)COc1ccc2oc3c(c2c1)CCCC3 across the screens: ?	5%	0	15%	-8%	16%	?	-1%	?	?	2%

The list continues:
Screens in order: FLuc counter	VP16 counter	TRPV1 ag	Rab9 promoter act	BRCA1 expr act	p53 reactivation	NPC1 prom act	Tb PFK block	ELG1 DNA repair	ELG1 genotoxic	RORg inh
> CC(C)NS(=O)(=O)c1ccc(NC(=O)CCc2ccccc2)cc1
  3%	15%	15	-2%	-1%	-1%	-2%	5%	-22%	-3%	36%
> CCOC(=O)NC(=O)CSc1nc(C)cc(C(F)(F)F)c1C#N
  -12%[2.3 µM]	1%	2	21%	55%	29%	22%	-13%	?	13%	?
> Cc1[nH]n(-c2cccc(Cl)c2)c(=O)c1C=NCC(C)C
  24µM*	-13%	10	2.8µM*	10µM*	9%	3.2µM*	-7%	?	21µM*	39%
> COc1ccc(C(=O)C(OC(=O)c2ccccc2Cl)c2ccccc2)cc1 (centres undefined)
  13µM*	25%	2	4µM*	?	?	?	-12%	?	?	19%
> COC(=O)c1cc(S(=O)(=O)N(C)c2ccc(C)c(C)c2)c[nH]1
  3%	-10%	7	-8%	-19%	-7%	-5%	1%	1%	-2%	3%
> CN(CC(=O)Nc1ccc(F)c(F)c1F)C(=O)C1=COCCO1
  -2%	7%	2	0%	-14%	-1%	1%	-7%	2%	4%	-5%
> CC(C)C(c1nnnn1CCc1ccccc1)N1CCN(C(=O)c2ccco2)CC1 (centres undefined)
  0%	7%	3	2%	-29%	0%	0%	3%	?	6%	-2%
> NS(=O)(=O)c1cccc(NC(=S)NC(=O)C23CC4CC(CC(C4)C2)C3)c1
  ?	6%	3	20%	-19%	?	6%	6%	11%	6%	12%
> N=c1ncn(Cc2ccccc2)c2nc(SCCOc3ccccc3)[nH]c12
  1%	-24%	-1	-3%	-19%	-3%	1%	-4%	3%	-5%	?
> Cc1ccc(O)c(N=Cc2cccs2)c1
  -16%	-22%	28	-1%	-2%	?	2%	-1%	?	4%	?
> CCCOP(=O)(OCCC)c1c([N+](=O)[O-])cc(C(F)(F)F)cc1[N+](=O)[O-]
  1%	27%	-1	0%	-46%	?	5%	2%	0%	-7%	-31%
